Source: PubChem
Kir21 block: blocks the mouse Kir2.1 inward-rectifier potassium channel | HEK293-Kir2.1, FluxOR thallium flux fluorescence; hits give low values | B-score at 10 µM | actives 0.85% (n = 310,000) | AID 1672;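 active = fluorescence ratio B-score at or below minus 3 SD of library scores, with starting-brightness B-score within 2 SD, cut at about -4.2 in these data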;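 note: channel flux triggered by added potassium and thallium sulfate stimulus; B-score of peak minus minimum fluorescence over baseline after thallium stimulus; more negative B-score means stronger Kir2.1 block with less thallium influx; some compounds called inactive have numbers as strong as hits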
Target sequence (P35561 whole entry, looked up): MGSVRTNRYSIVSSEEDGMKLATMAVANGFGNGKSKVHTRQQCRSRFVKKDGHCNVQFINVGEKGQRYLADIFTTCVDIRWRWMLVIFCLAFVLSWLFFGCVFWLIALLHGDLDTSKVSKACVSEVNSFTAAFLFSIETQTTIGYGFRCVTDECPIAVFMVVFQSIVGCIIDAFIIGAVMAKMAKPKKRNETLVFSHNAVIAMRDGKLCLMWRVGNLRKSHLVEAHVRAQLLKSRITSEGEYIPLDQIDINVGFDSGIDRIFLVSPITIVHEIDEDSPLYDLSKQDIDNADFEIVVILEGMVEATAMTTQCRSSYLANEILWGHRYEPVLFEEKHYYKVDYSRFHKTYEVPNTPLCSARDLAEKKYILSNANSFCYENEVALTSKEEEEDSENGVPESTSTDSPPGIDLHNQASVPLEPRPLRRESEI
CHT inh: inhibits the human high affinity choline transporter; Q9GZV3; CHT-expressing cells, membrane potential dye, choline response; hits give low values; B-score at 10 µM; actives 0.86% (n = 310,000); AID 488975;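 active = B-score over 3 SD under the library average, and starting fluorescence ratio not unusually high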;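 note: choline stimulus applied at its EC90 after an EC20 pre-addition; B-score computed on integrated fluorescence ratio after choline addition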
Target sequence (Q9GZV3 whole entry, looked up): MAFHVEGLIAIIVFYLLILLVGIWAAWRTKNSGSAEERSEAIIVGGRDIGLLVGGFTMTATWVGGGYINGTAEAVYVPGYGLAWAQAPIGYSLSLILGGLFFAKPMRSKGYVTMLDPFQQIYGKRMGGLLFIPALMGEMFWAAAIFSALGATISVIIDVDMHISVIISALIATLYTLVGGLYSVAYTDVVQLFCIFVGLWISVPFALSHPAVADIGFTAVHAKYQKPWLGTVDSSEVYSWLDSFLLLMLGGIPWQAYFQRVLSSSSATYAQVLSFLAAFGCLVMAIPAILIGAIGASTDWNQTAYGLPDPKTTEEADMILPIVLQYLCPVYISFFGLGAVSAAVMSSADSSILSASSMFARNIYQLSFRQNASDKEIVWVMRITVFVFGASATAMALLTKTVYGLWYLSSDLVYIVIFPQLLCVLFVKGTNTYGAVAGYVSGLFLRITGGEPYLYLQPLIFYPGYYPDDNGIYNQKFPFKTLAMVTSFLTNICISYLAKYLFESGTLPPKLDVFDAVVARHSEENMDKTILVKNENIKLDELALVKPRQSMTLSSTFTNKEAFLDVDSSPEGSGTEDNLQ
KCNQ2 inh: KCNQ2 potassium channel inhibitors, primary screen, cell-based, CHO-K1, FluxOR thallium flux, B-score (AID 2156); O88943; 20 min; hits give low values; actives 1.1% (n = 310,000); B-score at 10 µM;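 active = fluorescence ratio B-score at most minus 3 library SDs, with starting brightness B-score within 2 library SDs, cut at about -5.5 in these data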
Numbers without * were called inactive; i = inactive; x = no result given. Rows were taken by chance. About 2.6% of those tested had a hit in this group.

SMILES	Kir21 block	CHT inh	KCNQ2 inh
O=C(NCc1cccs1)C1CCCN(S(=O)(=O)c2cccs2)C1 (stereo unspecified)	-0.03	i	i
N#Cc1cc(-c2ccccc2)cnc1Cl	-0.89	i	i
FC(F)(F)c1ccc2c(c1)nc1n2CCCC1	2.9	i	i
COc1ccccc1CN1C2CCCC1CC(NC(=O)/C=C/c1ccccc1)C2 (stereo unspecified)	-1.8	i	i
Cc1ccc(C)c(S(=O)(=O)Nc2nc(C)c(C(=O)Nc3ccccc3)s2)c1	0.78	i	i
O=C(Nc1cccc(O)c1)N1CCOCC1	-0.77	i	i
C=CCNC(=O)C1=NOC(CNC(=O)c2c(-c3ccccc3Cl)noc2C)C1 (stereo unspecified)	0.9	i	i
O=C1c2ccccc2S(=O)(=O)N1CC(O)Cn1c2ccccc2c2ccccc21 (stereo unspecified)	0.61	i	i
CCOC(=O)c1cc2cc3ccccc3cc2oc1=O	1	i	i
CN1CCCN(C(=O)c2cccc(Cl)c2)CC1	1.7	i	i
CCC(=O)OCc1cc2cccc(C)c2[nH]c1=O	0.53	i	i
COc1ccc(OCCC(=O)OCc2c(C)noc2C)cc1	0.24	i	i
CC(=O)Nc1ccc(OCC(O)Cn2cccn2)cc1 (stereo unspecified)	2.5	i	i
CCOc1ccc(C(=O)NCC(c2ccco2)N2CCc3ccccc3C2)cc1 (stereo unspecified)	-0.78	i	-6.4*
CCOc1ccc(Oc2nc(NCC(C)C)nc(N(C)C)n2)nn1	-0.4	i	i
Cc1cc(C(=O)N2CCc3ccccc32)n(-c2ccccc2)n1	-3.9	i	i
C[C@H](NC(=O)[C@@H]1Cc2ccccc2CN1)C(=O)NC1CCCCC1	-0.68	i	i
Clc1ccc2oc(-c3ccccc3)nc2c1	-0.72	i	i
Nc1ncc(-c2nnnn2-c2ccc(Cl)cc2)c(-c2ccc(Cl)cc2)n1	1.6	i	i
CCCNC(=O)C1CC(=O)N(c2ccc(OCC)cc2)C1 (stereo unspecified)	0.43	i	i
COc1ccccc1C(=O)Nc1ccnn1C1CCN(C)CC1	-0.63	i	i
COc1cc(C)nc(NC(=S)N(C)C(=O)c2ccccc2)n1	-0.19	i	i
CCOC(=O)c1cc2ccccc2n1CC(=O)c1ccccc1	0.19	i	i
O=C(COc1ncnc2cc([N+](=O)[O-])ccc12)N(CCc1ccccc1)Cc1ccccc1	0.02	i	i
CS(=O)(=O)N(CC(=O)N1CCCC1)c1cccc(Cl)c1	0.41	i	i

A portion taken from the entries so far, for reference:
SMILES	Kir21 block	CHT inh	KCNQ2 inh
O=C(NCc1cccs1)C1CCCN(S(=O)(=O)c2cccs2)C1 (stereo unspecified)	-0.03	i	i
N#Cc1cc(-c2ccccc2)cnc1Cl	-0.89	i	i

The main list resumes, starting four compounds before the break.
SMILES	Kir21 block	CHT inh	KCNQ2 inh
COc1cc(C)nc(NC(=S)N(C)C(=O)c2ccccc2)n1	-0.19	i	i
CCOC(=O)c1cc2ccccc2n1CC(=O)c1ccccc1	0.19	i	i
O=C(COc1ncnc2cc([N+](=O)[O-])ccc12)N(CCc1ccccc1)Cc1ccccc1	0.02	i	i
CS(=O)(=O)N(CC(=O)N1CCCC1)c1cccc(Cl)c1	0.41	i	i
COc1ccc(/C(C)=N/NC(=O)c2nc(C)cc(C)n2)cc1	2.1	i	i
COc1ccc(N=C2S/C(=C\c3ccc(N4CCOCC4)o3)C(=O)N2CCc2c[nH]c3ccccc23)cc1	0.16	i	i
Cc1ccc(C23CC4CC(CC(NC(=O)NCCN(C)C)(C4)C2)C3)cc1	-4.3*	i	i
CCOc1ccc(/C(O)=C2\C(=O)C(=O)N(CCOCCO)C2c2ccccc2OC)cc1 (stereo unspecified)	1.9	i	i
CCCC(=O)Nc1ccc(S(=O)(=O)N2CCC(c3nc4ccccc4[nH]3)CC2)cc1	-1.6	i	i
COc1ccccc1-c1noc(CCCC(=O)Nc2ccc(C(N)=O)cc2)n1	2.5	i	i
Cc1ccc(N/N=C/C=C/c2ccco2)cc1	1.3	i	i
CCn1cc(CNCc2cn(C)nc2-c2ccc(C3CCCCC3)cc2)cn1	-0.96	x	i
COc1cc(N2C(=O)CC3(CCCC3)CC2=O)cc(OC)c1OC	-0.01	i	i
CC1CN(CC(=O)Nc2ccc([N+](=O)[O-])cc2Br)CC(C)O1 (stereo unspecified)	0.01	i	i
Oc1cc2c(cc1CN1CCN(c3ncccn3)CC1)OCO2	1.3	i	i
O=C(Nc1cccnc1)c1cc(-c2ccccc2O)on1	-0.42	i	i
Cc1[nH]n(-c2ccccc2)c(=O)c1C(C[N+](=O)[O-])c1ccc(Cl)cc1 (stereo unspecified)	-0.37	i	i
Cc1ccccc1NC(=O)NC(C)(C)CC(C)(C)C	-0.09	i	i
CCOC(=O)COn1c(=O)c(-c2ccc(C)cc2)[n+]([O-])c2ccccc21	-1	i	i
COc1cc(NC(=S)NCCCN2CCOCC2)cc(OC)c1OC	-0.97	i	i
COc1ccc(/C=C/C(=O)c2c(O)ccc3c(C)cc(=O)oc23)cc1	-2.1	i	i
OC(c1cc(-c2ccc(C(F)(F)F)cc2)nc(C(F)(F)F)c1)C1CCCCN1 (stereo unspecified)	-4.1	i	i
CCOc1ncccc1C(=O)OCc1ccc(C(=O)OC)cc1	0.01	i	i
NC(=O)C1CCN(C(=O)CC(c2ccccc2)c2ccccc2)CC1	-1	i	i
O=C(Nc1ccccc1)c1ccc(-c2ccccc2)s1	1.3	i	i
O=C(NCCn1cccc1)c1cccc2ccccc12	0.31	i	i
CS(=O)(=O)NCCCCNc1ccc(C(F)(F)F)cc1[N+](=O)[O-]	-0.59	i	i
COc1cccc(C(=O)Nc2ccncc2)c1	-0.61	i	i
Cc1cc(OCC(=O)NCCc2c[nH]c3ccccc23)c2c(C)c(C)c(=O)oc2c1	-0.66	i	i

6 records picked at random from the list so far, as already listed:
SMILES	Kir21 block	CHT inh	KCNQ2 inh
CCOc1ccc(/C(O)=C2\C(=O)C(=O)N(CCOCCO)C2c2ccccc2OC)cc1 (stereo unspecified)	1.9	i	i
Cc1[nH]n(-c2ccccc2)c(=O)c1C(C[N+](=O)[O-])c1ccc(Cl)cc1 (stereo unspecified)	-0.37	i	i
COc1cccc(C(=O)Nc2ccncc2)c1	-0.61	i	i
CCCC(=O)Nc1ccc(S(=O)(=O)N2CCC(c3nc4ccccc4[nH]3)CC2)cc1	-1.6	i	i
COc1cc(NC(=S)NCCCN2CCOCC2)cc(OC)c1OC	-0.97	i	i
COc1ccc(N=C2S/C(=C\c3ccc(N4CCOCC4)o3)C(=O)N2CCc2c[nH]c3ccccc23)cc1	0.16	i	i

Further structures.
SMILES	Kir21 block	CHT inh	KCNQ2 inh
C/C(=C\c1ccco1)C1C(C#N)=C(N)Oc2n[nH]c(-c3ccccc3)c21 (stereo unspecified)	-2.4	i	i
CC(COS(N)(=O)=O)Cc1ccc(C(F)(F)F)cc1 (stereo unspecified)	1.4	i	i
CC(OC(=O)CNC(=O)c1ccc(Cl)c([N+](=O)[O-])c1)C(=O)NCc1ccco1 (stereo unspecified)	-0.2	i	i
CCn1nc([N+](=O)[O-])c(C(C#N)c2nc3cc(C(F)(F)F)ccc3s2)c(Cl)c1=O (stereo unspecified)	-5.5*	i	i
CCCCCN(C(=O)NC(=O)NCCCC)S(C)(=O)=O	0.06	i	i
NC(=O)C(c1ccc(Cl)cc1Cl)c1ncc(C(F)(F)F)cc1Cl (stereo unspecified)	0.05	i	i
Cc1ccc(/C=C/C(=O)Nc2ccccc2C(N)=O)cc1	1.1	i	i
CCC(CC)NC(=O)C1CC(=O)N(CCc2ccc(F)cc2)C1 (stereo unspecified)	-0.3	i	i
Cc1ccc(C(=O)c2c[nH]c(C(=O)NCCCN3CCOCC3)c2)cc1	0.32	i	i
O=C(COc1ccccc1Cl)NCCNC(=O)c1ccccn1	-1.3	i	i
Nc1ccc(NC(=O)CCN2CCOCC2)cc1	1.6	i	i
CCCCN(Cc1ccccc1)S(=O)(=O)c1c(N)n(C)c(=O)n(C)c1=O	0.03	i	i
COC(=O)C1=C(C)N(CCCC(=O)O)C(=O)NC1c1cccs1 (stereo unspecified)	1.4	i	i
O=C(CSc1ccc2nnc(-c3ccccn3)n2n1)NCC1CCCO1 (stereo unspecified)	-0.51	i	i
N#C/C(=C\c1cc(Cl)c(OCc2ccc(Cl)cc2)c(Cl)c1)C(N)=O	0.02	i	i
COc1ccc(CCNC(=O)CSc2n[nH]c(N)n2)cc1OC	0.85	i	i
COc1ccc(N2CCN(C(=S)Nc3ccccc3)CC2)cc1	0.07	i	i
CC(CNC(=O)c1ccco1)NC(=O)c1ccco1 (stereo unspecified)	-1.7	i	i
COc1cc(Cl)c(S(=O)(=O)NCc2ccccn2)cc1Cl	-0.4	i	i
Cc1cc(C)c(C(CC(=O)c2cccs2)C(C#N)C#N)c(C)c1 (stereo unspecified)	-0.24	i	i
COc1cc(C2NC(=O)N(C)C(C)=C2C(=O)OCc2ccccc2)cc(Br)c1O (stereo unspecified)	-1.9	i	i
COC(=O)[C@H](C)NC(=O)NCc1ccccc1F	-0.89	i	i
COc1ccc(CN2CCNC(=O)C2CC(=O)NCCCC2CCCC2)c(F)c1 (stereo unspecified)	-1.1	i	i
COC(=O)C(Cc1c[nH]c2ccccc12)NC(=O)c1cccs1 (stereo unspecified)	-0.62	i	i
CC(NC(=S)Nc1cccc(F)c1)C(c1cccs1)N1CCOCC1 (stereo unspecified)	-0.57	i	i

Further entries follow.
SMILES	Kir21 block	CHT inh	KCNQ2 inh
COc1ccc(C(C[N+](=O)[O-])c2c(C)[nH]n(-c3ccccc3)c2=O)cc1 (stereo unspecified)	-8.7*	i	-7*
COc1ccc(/C=C/C(=O)NC(=S)NCc2ccccc2)cc1OC	-0.32	i	i
CCOc1ccc(NC(=O)CC2C(=O)NCCN2C(=O)c2ccc(Cl)cc2)cc1 (stereo unspecified)	2.4	i	i
CCc1cc2cc(C)cc(C)c2nc1Cl	-0.79	i	i
CCn1c(SCC(=O)N2CCN(c3ccc(Cl)cc3)CC2)nc2ccccc2c1=O	-0.35	i	i
Cc1cc(/C=C2\SC(=S)N(C)C2=O)c(C)n1-c1ccccc1O	-0.84	i	i
CN(C)CCNC(=O)NC1CCCCC1	-0.02	i	i
CCOC(=O)c1sc(NC(=O)CSc2nc(C)cc(C)n2)c(C#N)c1C	0.79	i	i
CCN(CC(=O)NCc1cccs1)C(=O)CCC(=O)c1ccc(C)cc1	-0.21	i	i
COc1ccccc1C(=O)Oc1ccc(N2C(=O)CCC2=O)cc1	-0.89	i	i
CCOC(=O)N1CCC(NC(=O)c2cc3cc4cc(OC)ccc4nc3o2)CC1	0.39	i	i
COc1ccc(/C=C/CN2CCCC(C(=O)c3ccc(OC)c(F)c3)C2)cc1 (stereo unspecified)	-2.7	i	i
CCOC(=O)C1CCN(C(=O)c2ccc(Cl)c(S(=O)(=O)N3CCCC3)c2)CC1	-0.17	i	i
c1ccc(-c2cc3ccccc3[nH]2)cc1	2	i	i
COc1cc(CNCc2cccc(OC)c2OC)cc(OC)c1	-2.2	i	i
CCOc1ccc(-c2[nH]ncc2Oc2ccccc2OCC)c(O)c1	-0.01	i	i
COc1cccc(OC)c1C(=O)NC(=S)N1CCN(c2ccc(C(F)(F)F)cc2[N+](=O)[O-])CC1	0.31	i	i
CCOC(=O)C1(CC2CC2)CCN(Cc2cnc(N(C)C)s2)CC1	0.26	i	i
CC(=O)c1ccc(NCC2COc3ccccc3O2)c([N+](=O)[O-])c1 (stereo unspecified)	1	i	i
O=C(Nc1cccnc1N1CCOCC1)c1cccs1	-0.49	i	i
CNC(=S)N/N=C/c1cc(C)ccc1C	-0.48	i	i
O=C(c1ccc(COc2ccc(Cl)cc2)o1)N1N=C(C(F)F)CC1(O)C(F)F (stereo unspecified)	0.84	i	i
Nc1cc(N)nc(SCc2cccnc2)n1	0.27	i	i
COc1ccc(-c2c(C)oc3c(CN4CCCCC4C)c(O)ccc3c2=O)cc1 (stereo unspecified)	0.99	i	i
COc1ccccc1N1CCN(C(=O)c2cc(-c3ccccc3)on2)CC1	0.16	i	i

(more compounds)
SMILES	Kir21 block	CHT inh	KCNQ2 inh
CCOC(=O)c1cc(C#N)c(N2CCN(C(=O)c3ccccc3)CC2)nc1C(F)(F)F	1.5	i	i
Cn1nc(C(F)(F)F)c2cc(C(=O)Nc3ccc(C(F)(F)F)cc3)sc21	0.13	i	i
COCCCNC(=O)C(=O)NCC(c1ccco1)N1CCN(c2ccc(OC)cc2)CC1 (stereo unspecified)	0	i	i
COc1cccc2sc(N3CCN(C(=O)c4ccco4)CC3)nc12	0.22	i	i
Cc1ccccc1Cn1nc(C)c(NC(=O)c2cc(-c3cccs3)on2)c1C	-0.01	i	i
CCOC(=O)/C(C#N)=N/Nc1c(C)n(C)n(-c2ccccc2)c1=O	-0.02	i	i
N=c1c2c(n(Cc3ccc([N+](=O)[O-])cc3)c3c1CCC3)CCCC2	-1.4	i	i
O=C(COC(=O)c1ccccc1C(=O)c1ccc(Cl)cc1)NC(c1ccccc1)c1ccccc1	-0.23	i	-8.7*
CCCCn1c(=O)c2ccccc2n2c(=S)[nH]nc12	0.88	i	i
COc1ccc(C(=O)N/N=C/c2ccc3cccc(OCc4ccccc4)c3n2)cc1	0.23	i	i
O=C(c1cc([N+](=O)[O-])ccc1Cl)N1CCN(c2ccc([N+](=O)[O-])cc2)CC1	1.3	i	-6.9*
CC(=O)c1ccc([C@H]2C[C@@]34CN(C(=O)OC(C)(C)C)S(=O)(=O)[C@H]3C[C@H]2O4)cc1	1.4	i	i
